From PubChem BioAssay
IDH1 mut inh: blocks human IDH1 R132H reductase activity; diaphorase/resazurin fluorescence, 60 min; inhibition, % at 10 µM; actives 0.18% (n = 70,000); in the data active = inhibition above about 34%;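 note: 0% = DMSO and 100% = no enzyme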
EZH2 inh: inhibitors of human EZH2/PRC2 methyltransferase; Q15910; PRC2 H3K27 methylation, DELFIA TRF, 1 h; inhibition, % at 12.5 µM; actives 0.35% (n = 57,000); AID 651548;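 active = mean inhibition of replicates at least 50% and every single replicate also reaching 50%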;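 note: dimethyl H3K27 on biotinylated H3 21-44 peptide detected by antibody; plate controls were median neutral control wells for no effect and median positive control wells for full effect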
Target sequence (Q15910 whole entry, looked up): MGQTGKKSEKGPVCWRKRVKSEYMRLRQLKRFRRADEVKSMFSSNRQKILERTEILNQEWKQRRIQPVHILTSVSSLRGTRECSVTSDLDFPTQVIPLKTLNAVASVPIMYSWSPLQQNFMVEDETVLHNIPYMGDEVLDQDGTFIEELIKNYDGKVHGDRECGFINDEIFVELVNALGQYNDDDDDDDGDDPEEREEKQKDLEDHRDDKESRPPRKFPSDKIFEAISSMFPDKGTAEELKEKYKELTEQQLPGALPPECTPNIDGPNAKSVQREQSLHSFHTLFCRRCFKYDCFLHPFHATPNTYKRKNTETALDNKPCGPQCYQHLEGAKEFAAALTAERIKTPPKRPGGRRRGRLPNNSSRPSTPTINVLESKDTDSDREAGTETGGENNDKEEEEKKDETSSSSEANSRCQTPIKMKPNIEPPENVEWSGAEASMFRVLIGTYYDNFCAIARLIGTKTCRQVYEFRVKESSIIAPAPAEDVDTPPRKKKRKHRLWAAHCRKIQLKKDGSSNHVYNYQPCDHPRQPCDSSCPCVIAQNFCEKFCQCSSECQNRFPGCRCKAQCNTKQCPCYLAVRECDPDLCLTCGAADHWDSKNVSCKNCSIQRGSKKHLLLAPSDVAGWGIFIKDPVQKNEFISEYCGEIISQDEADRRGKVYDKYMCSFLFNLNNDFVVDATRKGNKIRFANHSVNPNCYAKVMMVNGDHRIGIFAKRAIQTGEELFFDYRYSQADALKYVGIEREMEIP
An asterisk follows results filed as active; x = no result given. Not all compounds are listed (hit frequency here may not be typical).

SMILES	IDH1 mut inh	EZH2 inh
CN(c1cccc(NC(=O)c2ccc(Cl)c(S(=O)(=O)N3CCOCC3)c2)c1)S(C)(=O)=O	0.3	12
C[C@H](CO)N1C[C@H](C)[C@@H](CN(C)Cc2ccccc2)Oc2ncc(-c3cncnc3)cc2C1=O	-0.7	x
C[C@H]1CN([C@@H](C)CO)C(=O)c2cccc(NC(=O)CCCCCC(=O)Nc3ccccc3N)c2O[C@H]1CN(C)C(=O)Nc1ccccc1	0.1	-6
O=C(C[C@H]1CC[C@H](NC(=O)C2CC2)[C@H](CO)O1)NCc1ccccc1Cl	0.0	6
O=C(C[C@@H]1C[C@H]2c3cc(NC(=O)CC4CC4)ccc3O[C@H]2[C@@H](CO)O1)NCc1ccc(Cl)cc1	-0.1	2
C[C@@H]1CN([C@@H](C)CO)C(=O)Cc2cc(NC(=O)C3CC3)ccc2O[C@@H]1CN(C)C(=O)Nc1ccc(C(F)(F)F)cc1	0.9	9
O=C(C[C@@H]1CC[C@H](NS(=O)(=O)c2ccc(F)cc2)[C@H](CO)O1)N1CCC(Cc2ccccc2)CC1	-0.2	-5
Cc1ccc(S(=O)(=O)N(C)C[C@@H]2Oc3c(NS(=O)(=O)c4cn(C)cn4)cccc3C(=O)N([C@H](C)CO)C[C@@H]2C)cc1	-8.7	x
CC(C)NC(=O)N(C)C[C@H]1Oc2ccc(NC(=O)CCN3CCOCC3)cc2C(=O)N([C@H](C)CO)C[C@@H]1C	1.2	10
C[C@@H]1CN([C@@H](C)CO)C(=O)c2ccccc2-c2ccccc2CO[C@@H]1CN(C)C(=O)Nc1ccccc1	x	5
C[C@@H]1CN([C@H](C)CO)C(=O)Cc2cc(NS(=O)(=O)c3ccc(Cl)cc3)ccc2O[C@H]1CN(C)S(=O)(=O)c1ccc(Cl)cc1	-0.5	x
COCC(=O)N(C)C[C@H]1Oc2ncc(-c3ccccc3OC)cc2C(=O)N([C@H](C)CO)C[C@@H]1C	3.8	-3
C[C@H](CO)N1C[C@H](C)[C@@H](CN(C)S(=O)(=O)c2ccccc2)Oc2ccc(NC(=O)C3CCCCC3)cc2C1=O	x	-1
C[C@H](CO)N1C[C@H](C)[C@H](CN(C)CC2CCCCC2)OCCCC[C@H](C)Oc2ccc(NS(=O)(=O)c3cccs3)cc2C1=O	2.0	x
O=C(CCN1CCCCC1)N[C@H]1C=C[C@H](CC(=O)N2CCC(Cc3ccccc3)CC2)O[C@@H]1CO	-0.3	-1
CO[C@@H]1CN(C)C(=O)c2cc(NC(=O)c3cccc(F)c3)ccc2OC[C@@H](C)NC[C@H]1C	-1.0	11
COc1cc2c(c(OC)c1OC)C[C@H]1COC(=O)[C@@H]1Cc1c-2cc(OC)c(OC)c1OC	-0.5	x
CCCN1C[C@@H](C)[C@@H](OC)CN(C)C(=O)c2ccc(NC(=O)c3cccc(OC)c3)cc2OC[C@H]1C	-0.1	-3
CO[C@H]1CN(C)C(=O)c2cc(NC(=O)C3CCOCC3)ccc2OC[C@H](C)N(C(C)=O)C[C@@H]1C	0.1	-2
CN1CCN(C(=O)C2=C[C@@H](c3ccc4c(c3)OCO4)C[C@@H](OCCCCO)O2)CC1	x	-1
CO[C@@H]1CN(C)C(=O)c2cc(NS(C)(=O)=O)ccc2OC[C@@H](C)N(C(=O)C2CCCC2)C[C@H]1C	0.2	7
O=C(C[C@H]1CC[C@H](NC(=O)C2CC2)[C@H](CO)O1)NCCCN1CCOCC1	-0.1	5
C[C@@H]1CCCCO[C@@H](CN(C)C(=O)Nc2ccccc2)[C@H](C)CN([C@@H](C)CO)C(=O)c2cc(NC(=O)Cc3ccccc3)ccc2O1	1.0	x
O=c1c(O)c(-c2ccccc2)oc2cc(O)cc(O)c12	0.0	-1
O=C(CCCN1C(=O)c2cccc3cccc(c23)C1=O)N1CCN(c2ncccn2)CC1	0.0	-18
C[C@H](CO)N1C[C@H](C)[C@@H](CN(C)CC2CCOCC2)Oc2cc(C3=CCCC3)ccc2S1(=O)=O	-4.0	4
CCOC(=O)c1cccc(NC(=O)CSc2nc3ccccc3[nH]2)c1	0.2	14
COc1ccc(NC(=O)Nc2ccc3c(c2)C(=O)N([C@@H](C)CO)C[C@H](C)[C@@H](CN(C)Cc2ccc(C(=O)O)cc2)O3)cc1	0.6	x
COCC#Cc1ccc2c(c1)O[C@H](CN(C)S(=O)(=O)c1ccc(OC)cc1)[C@H](C)CN([C@@H](C)CO)S2(=O)=O	1.4	5
C[C@@H]1O[C@@H](OC[C@H]2O[C@@H](OCc3ccccc3)[C@H](O)[C@@H](O)[C@@H]2O)[C@H](O)[C@H](O)[C@H]1O	-0.4	x
COc1ccc(S(=O)(=O)N(C)C[C@@H]2OCc3ccccc3-c3ccccc3C(=O)N([C@H](C)CO)C[C@H]2C)cc1	x	-20
CC(=O)N(C)C[C@H]1Oc2cc(-c3cccc(C#N)c3)ccc2S(=O)(=O)N([C@H](C)CO)C[C@@H]1C	-1.5	2
COCC(=O)N[C@H]1C=C[C@@H](CC(=O)N2CCCCC2)O[C@H]1CO	-0.2	2
O=C(Nc1ccc(F)cc1)N[C@@H]1CC[C@@H](CC(=O)N2CCCCC2)O[C@@H]1CO	0.0	0
CC(C)NC(=O)N(C)C[C@@H]1Oc2ccc(NS(=O)(=O)c3ccc(Cl)cc3)cc2C(=O)N([C@H](C)CO)C[C@@H]1C	0.7	6
CCCNC(=O)N[C@H]1CC[C@@H](CC(=O)NCCc2ccccc2)O[C@H]1CO	0.1	-1
O=C(N/N=C/c1ccc2c(c1)OCCO2)c1ccccn1	-0.2	-6
O=C(C[C@H]1C=C[C@@H](NC(=O)Nc2ccc3c(c2)OCO3)[C@H](CO)O1)NCc1ccc2c(c1)OCO2	0.0	-4
C[C@@H]1CN([C@@H](C)CO)C(=O)c2cc(C3=CCCC3)cnc2O[C@H]1CN(C)C(=O)CN(C)C	-1.9	6
C[C@H]1CN([C@@H](C)CO)C(=O)Cc2cc(NC(=O)c3ccncc3)ccc2O[C@H]1CN(C)C(=O)NC1CCCCC1	4.7	0
C[C@H](CO)N1C[C@H](C)[C@H](CN(C)Cc2ccccn2)Oc2cc(-c3ccccc3)ccc2S1(=O)=O	x	14
CC(=O)N(C)C[C@@H]1Oc2cc(C#CC(C)C)ccc2S(=O)(=O)N([C@@H](C)CO)C[C@@H]1C	-2.6	-9
CC(C)NC(=O)N(C)C[C@H]1OCCCC[C@H](C)Oc2ccc(NS(C)(=O)=O)cc2C(=O)N([C@@H](C)CO)C[C@@H]1C	-0.3	x
C[C@@H]1CCCCO[C@H](CN(C)C(=O)c2ccncc2)[C@@H](C)CN([C@@H](C)CO)C(=O)c2cc(NC(=O)C3CCCCC3)ccc2O1	x	10
C[C@H]1CN([C@@H](C)CO)C(=O)c2cccc(NS(=O)(=O)c3cccs3)c2O[C@H]1CN(C)CC1CC1	x	-4
C[C@@H]1CN([C@@H](C)CO)C(=O)c2cccc(NC(=O)c3nc4ccccc4s3)c2O[C@H]1CN(C)Cc1ccc(C(F)(F)F)cc1	0.6	x
CCCNC(=O)Nc1ccc2c(c1)OC[C@@H](C)N(C(=O)C1CC1)C[C@@H](C)[C@@H](OC)CN(C)C2=O	0.0	-1
C[C@@H]1CCCCO[C@H](CN(C)C(=O)c2ccncc2)[C@@H](C)CN([C@H](C)CO)C(=O)c2cc(NC(=O)C3CCCCC3)ccc2O1	x	-3

Some of the entries above, set out differently:
| structure | IDH1 mut inh | EZH2 inh |
| --- | --- | --- |
| O=C(N/N=C/c1ccc2c(c1)OCCO2)c1ccccn1 | -0.2 | -6 |
| O=C(C[C@H]1C=C[C@@H](NC(=O)Nc2ccc3c(c2)OCO3)[C@H](CO)O1)NCc1ccc2c(c1)OCO2 | 0.0 | -4 |
| C[C@@H]1CN([C@@H](C)CO)C(=O)c2cc(C3=CCCC3)cnc2O[C@H]1CN(C)C(=O)CN(C)C | -1.9 | 6 |

Given bar-delimited: two of the compounds above.
canonical_smiles | IDH1 mut inh | EZH2 inh
CC(=O)N(C)C[C@@H]1Oc2cc(C#CC(C)C)ccc2S(=O)(=O)N([C@@H](C)CO)C[C@@H]1C | -2.6 | -9
C[C@@H]1CCCCO[C@H](CN(C)C(=O)c2ccncc2)[C@@H](C)CN([C@H](C)CO)C(=O)c2cc(NC(=O)C3CCCCC3)ccc2O1 | x | -3

Next compounds:
SMILES	IDH1 mut inh	EZH2 inh
C[C@@H]1CCCCO[C@H](CN(C)Cc2ccc(C(=O)O)cc2)[C@H](C)CN([C@@H](C)CO)C(=O)c2cc(NC(=O)CCC(F)(F)F)ccc2O1	1.6	x
COc1ccc(OC)c(NC(=O)CSc2nc(-c3ccccc3)cc(=O)[nH]2)c1	0.0	21
CCC(=O)Nc1ccc2c(c1)OC[C@H](C)N(Cc1ccccc1OC)C[C@@H](C)[C@H](OC)CN(C)C2=O	0.2	-4
COC(=O)c1c(C)oc2ccc(N(C(=O)c3ccncc3)S(=O)(=O)c3ccc(F)cc3C)cc12	0.4	13
C[C@H](CO)N1C[C@H](C)[C@@H](CN(C)Cc2ccc(C(=O)O)cc2)OCCCC[C@H](C)Oc2ccc(NC(=O)c3ccccc3)cc2C1=O	0.8	x
C[C@H](CO)N1C[C@H](C)[C@@H](CN(C)Cc2ccc(Cl)c(Cl)c2)Oc2ccc(NC(=O)C3CC3)cc2C1=O	-0.6	x
CO[C@H]1CN(C)C(=O)c2cc(NC(=O)c3ccc(-c4ccccc4)cc3)ccc2OC[C@H](C)NC[C@H]1C	0.0	-34
CCCC#Cc1ccc2c(c1)O[C@H](CN(C)C(=O)C1CC1)[C@H](C)CN([C@H](C)CO)S2(=O)=O	-1.0	-8
CC(=O)C1=C(c2ccccc2)NC(=S)NC1c1cc(Cl)ccc1OCC(=O)O (stereo unspecified)	2.6	6
COc1ccc(S(=O)(=O)N(C)C[C@@H]2Oc3ccc(N(C)C)cc3CC(=O)N([C@@H](C)CO)C[C@@H]2C)cc1	-0.8	-14
O=C(O)CCNc1ncnc2c1oc1ccccc12	-0.3	-2
C[C@@H]1CN([C@@H](C)CO)C(=O)c2cccc(NC(=O)NC3CCCCC3)c2O[C@@H]1CN(C)S(C)(=O)=O	x	5
CCCN(C)C[C@@H]1Oc2ncc(-c3ccccc3F)cc2C(=O)N([C@H](C)CO)C[C@H]1C	-2.3	-13
CO[C@H]1CN(C)C(=O)c2cc(NC(=O)c3ccc(F)cc3)ccc2OC[C@H](C)N(C(=O)c2ccc(F)cc2)C[C@H]1C	0.2	-1
C[C@@H]1CN([C@@H](C)CO)C(=O)c2cc(NC(=O)c3ccncc3)ccc2O[C@H]1CN(C)C(=O)Nc1ccc(C(F)(F)F)cc1	x	6
Cc1noc(C)c1NC(=O)N[C@@H]1CC[C@@H](CC(=O)N2CCN(C)CC2)O[C@@H]1CO	-0.1	16
COc1ccc(OCC(=O)Nc2ccc3oc(-c4cccc(I)c4)nc3c2)cc1	0.0	5
C[C@H](CO)N1C[C@H](C)[C@@H](CN(C)S(=O)(=O)c2ccccc2)Oc2ccc(NC(=O)CCCCCC(=O)Nc3ccccc3N)cc2CC1=O	0.8	x
CCCN1C[C@@H](C)[C@@H](OC)CN(C)C(=O)c2cc(NS(=O)(=O)c3ccccc3)ccc2OC[C@H]1C	-0.1	8
C[C@H](CO)N1C[C@H](C)[C@@H](CN(C)C(=O)Nc2ccc(C(F)(F)F)cc2)Oc2ccc(NS(=O)(=O)c3ccc(F)cc3)cc2CC1=O	-0.4	x
Cc1cc(C(=O)Nc2cccc3c2O[C@@H](CN(C)Cc2ccc(Oc4ccccc4)cc2)[C@H](C)CN([C@@H](C)CO)C3=O)n(C)n1	-0.1	9
COC(=O)c1cc(NC(=O)COc2ccc(Br)cc2)cc(C(=O)OC)c1	0.3	-14
C[C@H](CO)N1C[C@H](C)[C@H](CN(C)C(=O)C2CCCCC2)Oc2ncc(-c3ccccc3)cc2C1=O	-1.7	-9
C[C@@H]1CN([C@H](C)CO)C(=O)c2cc(NC(=O)NC3CCCCC3)ccc2O[C@H]1CN(C)C(=O)Nc1ccccc1	-0.1	-18

Looked up one by one from the list above, 4 records:
SMILES	IDH1 mut inh	EZH2 inh
COC(=O)c1cc(NC(=O)COc2ccc(Br)cc2)cc(C(=O)OC)c1	0.3	-14
COc1ccc(OCC(=O)Nc2ccc3oc(-c4cccc(I)c4)nc3c2)cc1	0.0	5
CCCN1C[C@@H](C)[C@@H](OC)CN(C)C(=O)c2cc(NS(=O)(=O)c3ccccc3)ccc2OC[C@H]1C	-0.1	8
C[C@H](CO)N1C[C@H](C)[C@@H](CN(C)S(=O)(=O)c2ccccc2)Oc2ccc(NC(=O)CCCCCC(=O)Nc3ccccc3N)cc2CC1=O	0.8	x

New compounds follow:
SMILES	IDH1 mut inh	EZH2 inh
C[C@@H]1CN([C@H](C)CO)C(=O)c2cc(C3=CCCC3)cnc2O[C@H]1CN(C)S(C)(=O)=O	0.2	-1
CO[C@H]1CN(C)C(=O)c2ccc(NC(C)=O)cc2OC[C@H](C)N(C(=O)c2ccncc2)C[C@@H]1C	-0.2	8
Cc1ccccc1S(=O)(=O)NCC[C@@H]1CC[C@@H](NC(=O)C2CC2)[C@H](CO)O1	-0.3	-3
C[C@@H]1CN([C@H](C)CO)C(=O)c2cc(NS(=O)(=O)c3ccc(Cl)cc3)ccc2O[C@@H]1CN(C)C(=O)Nc1ccccc1	0.4	3
CC(C)CC#Cc1cnc2c(c1)C(=O)N([C@@H](C)CO)C[C@H](C)[C@@H](CN(C)C(=O)CCN1CCCCC1)O2	0.2	x
Cc1cc(=O)oc2cc(OC(C)C(=O)Nc3ccc(Cl)c(C(F)(F)F)c3)ccc12 (stereo unspecified)	-0.2	-2
C[C@@H]1CN([C@@H](C)CO)S(=O)(=O)c2ccc(-c3cncnc3)cc2O[C@@H]1CN(C)C(=O)c1ccc2c(c1)OCO2	0.2	-4
C[C@@H]1CCCCO[C@H](CN(C)C(=O)c2ccccc2)[C@@H](C)CN([C@@H](C)CO)C(=O)c2cc(NC(=O)Nc3ccc4c(c3)OCO4)ccc2O1	0.6	x
